Compound activity (PubChem BioAssay)
FUS suppressor: rescues growth of FUS-expressing yeast. S. cerevisiae FUS-expressing, growth rescue, OD600, 24 h. hit rate 0.24% among 390,000. Potency, µM (top dose mostly 76.6 µM), for the others: top-dose growth rescue (activation), hits mostly activators;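 also: plate controls were DMSO vehicle for no effect and reference control for full effect; nearly all actives have a fitted effect of over 55% in size; some results filed as inactive show a strong effect at the top dose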
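Yeast expressing FUS under galactose induction, OD 0.005 in 2% galactose medium; compounds in a dilution series, 24 h at 30C. Growth rescue by absorbance at 600 nm; CP55940 positive control, DMSO negative.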
Abeta rescue: A-beta toxicity reversal in yeast | Potency, µM (doses to about 46.1 µM), for the others: at the highest dose growth rescue, most hits filed as activators | yeast expressing A-beta42, growth rescue, OD600, 48 h; response scale: 0% DMSO, 100% iron-clioquinol control | AID 1347071 | hit rate 0.063% among 410,000; also: nearly all actives have a fitted effect of over 55% in size
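Growth rescue measured by 600 nm absorbance after 48 h yeast culture at 30 C with compound. Values normalized between DMSO and an equimolar ferric chloride plus clioquinol control.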
The depositor's hits bear a star; ? = inconclusive. Calls follow the shape of the dose curve; as a rule, active = well fitted activation curve with a large enough effect; inconclusive = small, poorly fitted or top-dose-only effect; inactive = no such curve, though single readings can be large or run the other way. Potency is read from the fitted curve at half-maximal effect.

canonical_smiles	FUS suppressor	Abeta rescue
O=C(Cn1c(=O)n(-c2ccccc2)c(=O)c2ccc(C(=O)NCc3ccc4c(c3)OCO4)cc21)Nc1ccc(F)cc1	-11.6%	-15.2%
COc1cc2ccccc2cc1C(=O)Nc1ccc(Cl)c(-c2nc3ccccc3o2)c1	10.9%	-2.6%
COc1cc(OC)c(NC(=O)Cn2cnc3sc(C)c(S(=O)(=O)N4CCC(C)CC4)c3c2=O)cc1Cl	-24.2%	-5.5%
CCSc1ncc(Cl)c(C(=O)N2CCN(c3ccc(OC)cc3)CC2)n1	32.6%	-3.4%
CCC1=Nc2cc(C(=O)NCCCOC)ccc2Sc2ccc(Br)cc21	37.4%	6.5%
COc1ccc(-c2[nH]c(-c3cccc(OC)c3)nc2SCC(=O)Nc2ccc3c(c2)OCO3)cc1	4.8%	-1.0%
Nc1c(-c2nc(-c3cccs3)no2)nnn1-c1cccc(F)c1	-9.6%	-19.8%
Cc1c(C(=O)NCCc2ccccc2)cccc1-n1cnc2cccnc21	-3.1%	12.2%
COc1ccccc1CCNC(=O)C(=O)NCC(c1cccnc1)N1CCN(c2ccccc2)CC1 (centres undefined)	28.9%	0.5%
COc1ccc2c(CNC3CCCC3)c(C(=O)O)n(Cc3ccccc3C)c2c1	-4.9%	-0.4%
COc1ccc(-n2nc3c(N4CCCC(C(=O)NCCc5ccc(C)cc5)C4)nnc(C)c3c2C)cc1 (centres undefined)	-5.1%	-1.0%
COc1ccc(NC(=O)c2sc3nc4c(cc3c2N)CN(C(C)C)CC4)c(OC)c1	?	-23.8%
COc1ccc(NC(=O)c2c(NCc3sccc3C)sc3c2CCCCC3)c(OC)c1	?	23.8%
O=C(Nc1ccc(Cl)cc1Cl)c1cc(S(=O)(=O)N2CCC3(CC2)OCCO3)ccc1F	5.3%	-8.0%
Cc1ccc(/C=C/c2onc(C)c2S(=O)(=O)N2CCC(C(=O)Nc3ccc(OC(F)(F)F)cc3)CC2)cc1	-8.8%	3.8%

Arranged by SMILES length (low to high): part of the list above
canonical_smiles	FUS suppressor	Abeta rescue
Cc1c(C(=O)NCCc2ccccc2)cccc1-n1cnc2cccnc21	-3.1%	12.2%
COc1ccc2c(CNC3CCCC3)c(C(=O)O)n(Cc3ccccc3C)c2c1	-4.9%	-0.4%
COc1ccc(-n2nc3c(N4CCCC(C(=O)NCCc5ccc(C)cc5)C4)nnc(C)c3c2C)cc1 (centres undefined)	-5.1%	-1.0%

The list goes on.
canonical_smiles	FUS suppressor	Abeta rescue
Cc1ccccc1OCCSc1nnc(-c2ccc([N+](=O)[O-])cc2)o1	-4.5%	-4.0%
CC(=O)N1CCCC1c1nc2ccccc2n1Cc1ccc(F)cc1 (centres undefined)	14.3%	-13.4%
CCOC(=O)CSc1nc2cc3c(cc2c(=O)n1Cc1ccc(C(=O)NCCc2ccc(OC)c(OC)c2)cc1)OCO3	6.1%	-6.5%
Cc1cccc(Nc2cc(C)nc3nc(-c4ccccc4)nn23)c1	-5.1%	-9.3%
COc1ccc(N(C(=O)c2cccc(C)c2)S(=O)(=O)c2ccc(Cl)cc2)cc1	38.2%	-2.7%
O=C(CCSCc1ccccc1Cl)N1CCN(c2ccc(F)cc2)CC1	?	-0.9%
CCC(=O)Nc1ccccc1C(=O)OCc1cc(=O)n2cc(C)sc2n1	19.7%	-2.1%
Cc1ccc(O)c(-c2ccnc3cc(-c4ccc(Cl)cc4)nn23)c1	9.7%	-14.1%
CC(C)OCCCN1C(=O)c2[nH]nc(-c3ccccc3O)c2C1c1cccc(OCc2ccccc2)c1 (centres undefined)	-12.8%	2.4%
O=C(c1ccc2c(c1)N(Cc1ccccc1)C(=O)c1ccccc1S2(=O)=O)N1CCN(Cc2ccccc2)CC1	17.0%	12.7%
CCOC(=O)c1ccccc1NC(=O)N1CCCN(S(=O)(=O)c2ccc3c(ccn3CC)c2)CC1	?	-0.6%
CCOc1ccc(N(C(=O)c2ccc(OC)cc2)S(=O)(=O)c2ccc3c(c2)n(C)c(=O)n3C)cc1	14.8%	10.1%
COc1ccccc1NC(=O)Cn1nnc(C(=O)Nc2ccccc2Br)c1N	-21.0%	-0.8%
COc1ccc(C2CC(c3c(O)n(C4CCCCC4)c(=O)[nH]c3=O)=Nc3ccccc3S2)cc1 (centres undefined)	-20.6%	4.7%
COc1cc2ccccc2cc1C(=O)N1CCN(c2nc3c(C)cc(C)cc3s2)CC1	?	-8.8%

In the list so far, 6 have fluorine.
canonical_smiles	FUS suppressor	Abeta rescue
O=C(Cn1c(=O)n(-c2ccccc2)c(=O)c2ccc(C(=O)NCc3ccc4c(c3)OCO4)cc21)Nc1ccc(F)cc1	-11.6%	-15.2%
Nc1c(-c2nc(-c3cccs3)no2)nnn1-c1cccc(F)c1	-9.6%	-19.8%
O=C(Nc1ccc(Cl)cc1Cl)c1cc(S(=O)(=O)N2CCC3(CC2)OCCO3)ccc1F	5.3%	-8.0%
Cc1ccc(/C=C/c2onc(C)c2S(=O)(=O)N2CCC(C(=O)Nc3ccc(OC(F)(F)F)cc3)CC2)cc1	-8.8%	3.8%
CC(=O)N1CCCC1c1nc2ccccc2n1Cc1ccc(F)cc1 (centres undefined)	14.3%	-13.4%
O=C(CCSCc1ccccc1Cl)N1CCN(c2ccc(F)cc2)CC1	?	-0.9%

Remaining list, next part:
canonical_smiles	FUS suppressor	Abeta rescue
O=C(Nc1ccc(Cl)cc1)c1ccc2c(c1)N(Cc1ccccc1)C(=O)c1ccccc1S2(=O)=O	?	4.2%
COc1ccccc1/C=C/c1nc(C#N)c(N2CCN(C)CC2)o1	12.6%	-16.1%
COc1cc(OC)c(NC(=O)CCc2c(C)nc3cc(-c4ccccc4OC)nn3c2C)cc1Cl	1.3%	-5.7%
Cc1ccc(Cl)cc1N1CCN(c2nc3ccc(C(=O)c4ccccc4)cc3n3cnnc23)CC1	-4.6%	-7.7%
Cc1ccc(CNC(=O)c2ccc(NC(=O)N3CCSc4ncccc43)cc2)cc1	15.3%	-14.5%
O=C(Nc1cccc(Cl)c1Cl)c1cc2nc(-c3ccc(Cl)cc3)cc(C(F)(F)F)n2n1	-3.9%	-1.8%
CC1=C(c2ccc(C)c(C)c2)S(=O)(=O)N(Cc2ccc(C(=O)NCc3ccccc3F)cc2)C1=O	-9.8%	2.0%
CCn1cc(C(=O)NCCc2ccccc2)c(=O)c2cc(S(=O)(=O)N3CCCCCC3)ccc21	21.5%	15.0%
O=C(CSc1nc2ccccc2nc1Cc1ccccc1)NCc1ccccc1Cl	9.9%	-9.0%
CC(=O)N1CCc2c(sc(NC(=O)CSc3ccccc3)c2-c2nc3ccccc3s2)C1	?	-2.8%
COC(=O)c1ccc(CN(Cc2ccc(OC)c(OC)c2)S(=O)(=O)c2cc(C(=O)Nc3cccc(C)c3)ccc2F)cc1	40.3%	4.2%
Cc1ccccc1NC(=O)Cn1cc(S(=O)(=O)c2ccccc2)c(=O)c2ccccc21	-2.2%	-2.1%
CC(C)(C)OC(=O)N1CCC(c2c(C(=O)NCCc3ccccc3)cnn2-c2ccc(F)cc2F)CC1	?	-5.7%
CCC(Sc1nnc2c3ccccc3n(CC)c2n1)C(=O)Nc1ccc(NC(C)=O)cc1 (centres undefined)	4.8%	-13.9%
CC1CCN(c2nn3c(=O)c(C(=O)NCCCOC(C)C)cnc3s2)CC1	3.4%	-15.3%

Arranged by the number under FUS suppressor (largest number first): 7 from the list above.
SMILES | FUS suppressor
COC(=O)c1ccc(CN(Cc2ccc(OC)c(OC)c2)S(=O)(=O)c2cc(C(=O)Nc3cccc(C)c3)ccc2F)cc1 | 40.3%
CCn1cc(C(=O)NCCc2ccccc2)c(=O)c2cc(S(=O)(=O)N3CCCCCC3)ccc21 | 21.5%
O=C(CSc1nc2ccccc2nc1Cc1ccccc1)NCc1ccccc1Cl | 9.9%
CCC(Sc1nnc2c3ccccc3n(CC)c2n1)C(=O)Nc1ccc(NC(C)=O)cc1 (centres undefined) | 4.8%
Cc1ccccc1NC(=O)Cn1cc(S(=O)(=O)c2ccccc2)c(=O)c2ccccc21 | -2.2%
O=C(Nc1cccc(Cl)c1Cl)c1cc2nc(-c3ccc(Cl)cc3)cc(C(F)(F)F)n2n1 | -3.9%
Cc1ccc(Cl)cc1N1CCN(c2nc3ccc(C(=O)c4ccccc4)cc3n3cnnc23)CC1 | -4.6%

Later entries.
canonical_smiles	FUS suppressor	Abeta rescue
O=C(Nc1nnc(C2CC(=O)N(c3ccc(Cl)cc3)C2)s1)c1ccco1 (centres undefined)	-19.6%	-11.7%
COc1cccc(NS(=O)(=O)c2cc(-c3cnc(C4CC4)o3)ccc2C)c1	39.9%	-34.9%
COc1ccc(CNCc2c(C(=O)O)c(C)n(Cc3ccc(Cl)cc3)c2C)c(OC)c1	15.4%	-4.7%
Cc1c(C(=O)N(Cc2ccccc2F)C2CCS(=O)(=O)C2)oc2ccccc12 (centres undefined)	27.3%	10.1%
Cc1c(C(=O)NCc2cccc(Br)c2)oc2ccc3c(c12)C(=O)CC(C)(C)O3	31.5%	-3.8%
CC1=C(c2ccc(C)cc2)S(=O)(=O)N(Cc2ccc(C(=O)NCc3ccccc3)cc2)C1=O	12.6%	4.0%
Nc1ccc2oc(Cc3ccc(Cl)cc3)nc2c1	3.4%	-0.9%
COc1ccc(Cl)cc1-n1cc(-c2ccccc2)nc1SCC(=O)Nc1ccc(C)cc1	35.5%	-1.2%
O=c1oc2c(F)cc(F)cc2cc1S(=O)(=O)c1ccc(F)cc1	10.0%	-28.8%
Cc1cc(C)c(S(=O)(=O)Nc2cccc(-c3cn4ccccc4n3)c2)c(C)c1	?	-11.3%
Cc1cccc(N2CCN(CCCNc3ncnc4onc(-c5ccc(F)cc5)c34)CC2C)c1 (centres undefined)	15.1%	5.9%
CCN1CCN(Cc2nc3cc(NC(=O)c4cccc([N+](=O)[O-])c4)ccc3n2CC)CC1	5.7%	-11.5%
CCOC(=O)c1c(NC(=O)c2ccc(S(=O)(=O)N(C)C3CCCCC3)cc2)sc2c1CCN(C(C)C)C2	40.4%	-3.7%
O=C(Nc1ccc(NC(=O)c2cc3ccccc3o2)cc1)c1ccccc1	-9.2%	1.0%
COc1ccc(NC(=O)c2c(NC(=O)c3ccc(Br)cc3)sc3c2CCCC3)cc1	?	-0.3%

The list is partial; count on the stated rates, not on these rows.
